# Source: PubChem BioAssay
# M. tuberculosis GlmU: inhibition of mycobacterial GlmU enzyme – biochemical, glucosamine-1-phosphate acetyltransferase (AID 1376). Bifunctional protein GlmU (Mycobacterium tuberculosis (strain ATCC 25618 / H37Rv)). M. tuberculosis GlmU acetyltransferase enzyme assay; higher % means a stronger effect. inhibition, %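 (tested at 30 µM in the primary screen)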, or IC50 in µM where a hit was titrated. 0.25% of 220,000 active; in the data active means inhibition above about 13%;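 further: 0% = complete reaction with vehicle and 100% = reaction without substrate; strong numbers were not always called active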
# RmlCD inh 1536: M. tuberculosis RmlC/RmlD coupled enzyme inhibitors, primary screen, biochemical, compound mixtures, 384-well, from 1536-well plates; dTDP-4-dehydrorhamnose reductase (Mycobacterium tuberculosis (strain ATCC 25618 / H37Rv)) …; RmlC+RmlD coupled enzyme assay, percent inhibition; primary screen in compound mixtures; inhibition, % at 3.6 µM; 0.03% of 160,000 active; AID 1533, 2009; in the data active means inhibition mostly above about 34%, no sharp cut-off; further: some results filed as inactive read as strong as hits
# Target sequence (P9WH09 whole entry, looked up): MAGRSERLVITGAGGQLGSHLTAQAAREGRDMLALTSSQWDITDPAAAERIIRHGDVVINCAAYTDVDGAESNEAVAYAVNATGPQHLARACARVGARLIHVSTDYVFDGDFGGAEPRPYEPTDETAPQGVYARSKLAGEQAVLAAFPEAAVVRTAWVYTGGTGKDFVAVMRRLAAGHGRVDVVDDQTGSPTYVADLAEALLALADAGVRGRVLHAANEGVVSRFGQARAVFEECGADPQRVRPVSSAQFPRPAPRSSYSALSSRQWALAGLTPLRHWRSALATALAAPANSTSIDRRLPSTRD
# Target sequence (P9WH11 whole entry, looked up): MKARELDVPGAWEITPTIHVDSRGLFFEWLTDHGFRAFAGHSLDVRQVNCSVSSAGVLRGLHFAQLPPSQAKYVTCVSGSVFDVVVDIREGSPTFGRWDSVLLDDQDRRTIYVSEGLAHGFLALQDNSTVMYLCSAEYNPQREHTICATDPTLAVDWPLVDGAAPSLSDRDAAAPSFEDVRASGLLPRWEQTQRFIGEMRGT
# Numbers without * were called inactive; / = not tested or not shown. These rows are one share of the data; the hit share may differ from the screen's.
SMILES,M. tuberculosis GlmU,RmlCD inh 1536
N#CC1=C(N)Oc2c(c(=O)oc3ccccc23)C1c1ccccc1OC(=O)c1cccs1 (stereo not drawn),3.1%,-5
O=C(CCC(=O)c1cccs1)OCC(=O)c1ccc(Cl)s1,-1.7%,-7
N/C(=N\c1nc2ccccc2o1)NC(=O)c1cccc(Cl)c1,3.8%,-4
NC(=O)NOCc1ccccc1,-6.4%,13
Oc1ccc(CNc2ccccc2O)cc1,3.8%,/
Cc1cccc(NC(=O)c2sc(C)nc2C)c1,-5.3%,/
Cc1nnc2n1N=CC=C(c1ccccc1)S2,1.6%,-6
CC(C)C(NC(=O)c1cccnc1)C(=O)O (stereo not drawn),7.1%,-4
O=C(CC1SC(=Nc2ccccc2)N(CCCCO)C1=O)NCc1ccccc1 (stereo not drawn),4.5%,4
CC(C)(C)c1ccc(S(=O)(=O)NCc2ccc(C(=O)N3CCCC3)cc2)cc1,2.1%,/
O=C(C1CC1)N1CCN(c2ccnc3cc(Cl)ccc23)CC1,1.5%,/
CCOc1cc(/C=N\NC(=O)c2ccc(NC(=O)CC)cc2)ccc1OC(=O)c1ccccc1,-4.1%,/
O=S(=O)([O-])CCC[n+]1c(/C=C\Nc2ccccc2)oc2ccc(-c3ccccc3)cc21,5.0%,7
CCCCCOC(=O)CSc1nc2c(c(=O)[nH]c(=O)n2C)n1Cc1ccc(Cl)cc1,1.5%,-4
COc1ccc(C(=O)Oc2cccc(/C=N/NC(N)=S)c2)cc1,0.3%,-8
Cc1ccc(-n2c(C)csc2=N)cc1,-3.3%,6
COC(=O)CN1C(=O)S/C(=C/c2ccc(N3CCCCC3)o2)C1=O,1.4%,/
Oc1ccc(N=Nc2nc(-c3ccccc3)c(-c3ccccc3)[nH]2)cc1,-0.5%,2
CCN(CC)C(=O)c1ccc(-c2nnc(OC)c3ccccc23)cc1,1.2%,-11
CCC(=NCCc1ccc(OC)c(OC)c1)C1=C(O)CC(C)(C)CC1=O,-4.8%,0
NC(=O)N/N=C/c1ccc(-c2cccc(C(F)(F)F)c2)o1,8.9%,-7
Cc1sc(NC(=O)c2cccs2)c(C(N)=O)c1C,-0.2%,4
Cc1ccc2oc(-c3ccc(C)c(NC(=S)NC(=O)c4cccs4)c3)nc2c1,-2.3%,9
CCN(CC(=O)NCc1ccc(Cl)cc1)CC(=O)Nc1ccc(C(N)=O)cc1,4.7%,-9
COc1ccc(CCc2nnc(CCC(=O)NCc3ccc4ncccc4c3)o2)cc1,1.1%,/
O=C(c1cc(-c2ccco2)on1)N1CCN(c2ccccc2)CC1,5.8%,/
O=C(NC(=S)Nc1cc([N+](=O)[O-])ccc1Cl)c1ccccc1,1.2%,9
CCOC(=O)C1CSC(CC(=O)Nc2ccc(OCC)cc2)C(=O)N1 (stereo not drawn),3.1%,/
CN1CCN(C(=O)CCNC(=O)Cn2ccc3ccccc3c2=O)CC1,-1.1%,/
O=C1NC(=S)N/C1=C\c1ccccc1OCc1ccc(C(=O)O)cc1,1.0%,/

# Quoted from the entries so far (five entries):
SMILES,M. tuberculosis GlmU,RmlCD inh 1536
COc1ccc(CCc2nnc(CCC(=O)NCc3ccc4ncccc4c3)o2)cc1,1.1%,/
O=C(c1cc(-c2ccco2)on1)N1CCN(c2ccccc2)CC1,5.8%,/
O=C(NC(=S)Nc1cc([N+](=O)[O-])ccc1Cl)c1ccccc1,1.2%,9
CCOC(=O)C1CSC(CC(=O)Nc2ccc(OCC)cc2)C(=O)N1 (stereo not drawn),3.1%,/
CN1CCN(C(=O)CCNC(=O)Cn2ccc3ccccc3c2=O)CC1,-1.1%,/

# Other entries:
SMILES,M. tuberculosis GlmU,RmlCD inh 1536
Cc1ccc(NC(=O)CNc2ccc(Cl)cc2F)cc1,-0.3%,13
Cc1nc2c3ccccc3n(CC#N)c(=O)n2n1,5.4%,-5
CCc1ccc(N(C(=O)C(F)(F)F)C(C(=O)NC2CCCCC2)c2ccncc2)cc1 (stereo not drawn),-2.8%,/
Clc1ccc2nc(-c3ccccn3)c(Nc3ccc4c(c3)OCO4)n2c1,4.4%,/
CC(=O)Nc1ccc(NC(=O)C(C)OC(=O)/C=C/c2cnc3ccccc3n2)cc1 (stereo not drawn),0.3%,-8
C/C(NC(=O)c1cccs1)=C1\C(=O)C[C@@H]2[C@H]1C2(C)C,7.5%,36
COCCCNC(=O)C(=O)C1C(=O)Nc2ccccc21 (stereo not drawn),-6.8%,2
COc1ccc(OCC(=O)NC(CC(=O)O)c2ccc(OC)c(OC)c2)cc1 (stereo not drawn),-1.7%,13
CCn1c(C)nc2cc(C(=O)NNC(=S)NC(=O)c3ccc(OC)cc3)ccc21,-3.3%,9
COc1ccc(Br)cc1C(=O)Nc1ccc(N2CCN(S(C)(=O)=O)CC2)cc1,-3.1%,-40
CCn1nnnc1SCC(=O)c1ccc(C)cc1,5.7%,-4
Cc1ccc(C(=O)N2CCN=C2SCc2ccc([N+](=O)[O-])cc2)cc1,-1.6%,6
COc1ccc(C(O)P(=O)(OC2CCCCC2)c2ccc(N(C)C)cc2)cc1OC (stereo not drawn),3.7%,-8
COc1cccc(C(=O)OCCN2CCCCC2)c1,-1.8%,-9
Cc1c(Cl)cccc1NC(=O)c1ccc(-n2ccnc2)nc1,0.3%,/

# Given with each value named: entries from further up
mol: COc1ccc(C(=O)Oc2cccc(/C=N/NC(N)=S)c2)cc1
  M. tuberculosis GlmU: 0.3% | RmlCD inh 1536: -8

mol: Cc1ccc(-n2c(C)csc2=N)cc1
  M. tuberculosis GlmU: -3.3% | RmlCD inh 1536: 6

mol: COC(=O)CN1C(=O)S/C(=C/c2ccc(N3CCCCC3)o2)C1=O
  M. tuberculosis GlmU: 1.4% | RmlCD inh 1536: /

mol: Oc1ccc(N=Nc2nc(-c3ccccc3)c(-c3ccccc3)[nH]2)cc1
  M. tuberculosis GlmU: -0.5% | RmlCD inh 1536: 2

# Random excerpt: 2 records from the list.
SMILES,M. tuberculosis GlmU,RmlCD inh 1536
CCn1nnnc1SCC(=O)c1ccc(C)cc1,5.7%,-4
CCn1c(C)nc2cc(C(=O)NNC(=S)NC(=O)c3ccc(OC)cc3)ccc21,-3.3%,9

# (next part)
SMILES,M. tuberculosis GlmU,RmlCD inh 1536
COc1ccc(CNC(=O)C2CCN(S(=O)(=O)c3cc(OC)ccc3OC)CC2)cc1,-0.7%,-4
CC(OC(=O)c1ccc2ncsc2c1)C(=O)Nc1ncc(Cl)cc1Cl (stereo not drawn),5.4%,/
Cc1oc(-c2ccccc2Cl)nc1CN1CCCC1c1ccc(F)cc1 (stereo not drawn),2.4%,-3
O=C(NC1CC1)c1nc2c(nnn2Cc2ccccc2Cl)c(=O)[nH]1,-0.5%,/
NS(=O)(=O)c1ccc(N2CCCC2=O)c([N+](=O)[O-])c1,2.0%,-6
COC(=O)CN1C(=O)N(c2ccccc2)C(N(O)C(=O)Nc2ccccc2)C1(C)C (stereo not drawn),/,8
COc1ccc(CN2C(=O)NC(=O)/C(=C/c3ccoc3)C2=O)cc1,-0.2%,/
Cc1nc(CCNC(=O)c2cccs2)cs1,-3.2%,/
NC(N)=NC1=NC(=O)C(Cc2ccccc2)S1 (stereo not drawn),8.5%,-7
O=C(Nc1ccc(Cl)cc1)C1c2cccc[n+]2CC(=O)N1Cc1ccc2c(c1)OCO2 (stereo not drawn),-0.9%,8
O=C(CC12CC3CC(CC(C3)C1)C2)NCc1ccncc1,2.8%,/
COC(=O)C1CSC(C(=O)OC)N1C(=O)Nc1ccccc1 (stereo not drawn),1.0%,9
O=C1/C(=C/c2ccc(O)cc2)SC(=S)N1Cc1cccnc1,2.1%,-1
CC(Sc1ccc(Cl)cc1)C(=O)NCc1cccnc1 (stereo not drawn),5.0%,-2
O=C(/C=C/c1cn(-c2ccccc2)nc1-c1ccc2c(c1)OCCO2)NCCCN1CCOCC1,-6.7%,-6
O=C(O)CCCNC(=O)c1cccc(C(=O)NCCCC(=O)O)n1,-4.4%,-10
CN(C(=O)COC(=O)c1cc(S(=O)(=O)N2CCOCC2)c(Cl)cc1Cl)C1CCS(=O)(=O)C1 (stereo not drawn),-2.3%,-10
COc1ccccc1OCCCn1cc(C#N)c2ccccc21,0.1%,/
O=C(CSc1nnc(CNC(=O)C23CC4CC(CC(C4)C2)C3)n1-c1ccccc1)Nc1ccc(F)cc1,-5.2%,5
COC(=O)c1c(N)n(-c2ccc(N3CCOCC3)cc2)c2nc3ccccc3nc12,-1.4%,/
COc1ccc(NC(=O)/C=N/O)cc1,5.3%,-13
CCCCOc1ccc(C(C)(O)CCN2CCOCC2)cc1 (stereo not drawn),-1.8%,-2
CCC(C)[C@H]1CN=C(N)N1CCc1cc(C(F)(F)F)cc(C(F)(F)F)c1 (stereo partly drawn),-6.9%,-3
Cc1ccc(-n2nnnc2SCC(=O)N2CC(=O)Nc3ccccc32)cc1,1.9%,6
O=C(CC(C(=O)O)c1c[nH]c2ccccc12)c1ccccc1 (stereo not drawn),2.5%,2
O=C(Nc1nc(-c2ccc([N+](=O)[O-])cc2)cs1)c1c(F)cccc1F,-1.3%,-2
COc1cc2[nH]c(=S)nc(NCCc3ccc(C)cc3)c2cc1OC,3.7%,-6
Cc1ccc(NC(=S)NCCSc2ccc(Cl)cc2)c(C)c1,0.7%,3
N#CC1=C(N)OC2=C(CN(Cc3ccccc3)C/C2=C\c2cccnc2)C1c1cccnc1 (stereo not drawn),-1.1%,6
CCOC(=O)c1cnc2ccc(Cl)cc2c1N1CCN(C)CC1,8.1%,/
O=C1Nc2ccc(Br)cc2/C1=N/N=C/C1=C(N2CCOCC2)C(=C\c2ccccc2)/CC1,0.8%,-8
Cc1cc(F)c(F)c(C(=O)N2CCC(C)CC2)c1Cl,7.5%,0
O=C1CC(=O)N(Cc2cccs2)C(=O)N1,-6.6%,0
COc1ccc(CNc2ncnc3cc(OC)c(OC)cc23)cc1,-0.7%,-14
CC(=O)C1=C(O)C(=O)N(CCc2c[nH]c3ccccc23)C1c1ccccc1 (stereo not drawn),-1.0%,2
CCOC(=O)c1cc[nH]c1CC(=O)NC,0.1%,-3
CCOC(=O)Cc1[nH]nc2c1C(Cc1ccccc1)C(C#N)=C(N)O2 (stereo not drawn),3.0%,-9
COc1cc(C(=O)NC2CC3CCCC(C2)N3C2CC2)cc(OC)c1OC (stereo not drawn),5.8%,13
Cc1cc(C)n(-c2cccc(CN3CCC(CO)(Cc4ccccc4)CC3)c2)n1,1.7%,-9
CCN(CC)CCNCc1ccc(-c2ccc(Cl)cc2)o1,-16%,-5
CCOc1cc(/C=C2/C(=O)ON=C2C)ccc1OCc1ccccc1,-5.7%,3
CC1=C(C(=O)OC2CCCCC2)C(c2ccc(C)o2)C2=C(CCCC2=O)N1 (stereo not drawn),-2.5%,1
Cc1ccc(-n2cc(CNC(C)Cc3cnccn3)c(-c3cccc(C)c3)n2)cc1 (stereo not drawn),-1.5%,-5
COc1cc(NC(=O)CSc2nc3c(C)ccc(C)c3cc2C)c(C(=O)O)cc1OC,8.3%,6
Cc1ccc(CSCC(=O)NCc2cccs2)cc1,2.9%,2

# Single values from the entries so far.
# CC(=O)C1=C(O)C(=O)N(CCc2c[nH]c3ccccc23)C1c1ccccc1 (stereo not drawn) in RmlCD inh 1536 is listed with 2
# Cc1ccc(CSCC(=O)NCc2cccs2)cc1 in M. tuberculosis GlmU is listed with 2.9%

# (listing goes on)
SMILES,M. tuberculosis GlmU,RmlCD inh 1536
Cc1cc(NC(=O)c2ccc(S(=O)(=O)N3CCCC3)cc2)nc2c1c(=O)oc1ccccc12,6.3%,/
CCOC(=O)C1(CCCc2ccccc2)CCN(CCCn2cccn2)CC1,-2.4%,/
Cc1cccc(CSC2=NCCN2C(=O)c2ccco2)c1,8.9%,-5
CN1CCN(NC(=O)CN2C(=O)/C(=C/c3ccccc3Cl)SC2=S)CC1,6.7%,9
COc1ccc(OC)c(S(=O)(=O)Nc2ccc3c(c2)C(=O)OC3)c1,-2.6%,-3
CCOC(=O)CN1NC2(CCCCCC2)NC1=S,5.2%,-4
N#C/C(=C\c1ccc2c(c1)OCCO2)C(=O)NC1CCCCC1,-1.1%,-14
O=C(CSc1nnnn1C1CCCCC1)NCc1ccco1,-1.2%,1
Cc1ccccc1-c1nc2cc(Cl)ccc2o1,1.5%,/
Cc1ccc(C(=O)NCc2occc2C(=O)O)o1,4.3%,13
COc1cccc(C(=O)Nc2ccc(Oc3cccc(C(F)(F)F)c3)nc2)c1,1.1%,6
COC(=O)c1ccc2c(=O)n(Cc3ccco3)c(SCC(=O)Nc3ccc(C)c(Cl)c3)nc2c1,1.4%,4
Cc1ccc(CSCC(=O)N2CCN(c3ccc(F)cc3)CC2)cc1,0.1%,/
O=C(NC1CCCC1)C(Cc1ccccc1)n1cccc1 (stereo not drawn),-1.6%,4
O=C(CN1C(=O)NC2(CCSC2)C1=O)NCc1ccccc1 (stereo not drawn),-1.3%,/
CC(C)NC(=S)NC(=O)/C=C/c1cccc2ccccc12,-3.4%,-3
CCOC(=O)Cc1csc(NC(=O)CSc2nnc(-c3ccc(C)cc3)o2)n1,0.0%,8
CCNC(=S)NNC(=O)c1cccs1,1.5%,/
CCOC(=O)Cc1cc(=O)n2[nH]c(-c3ccc(C)cc3)cc2n1,1.7%,-11
Cc1cccc(N(CC(=O)NC2CCCCC2)C(=O)CCC(=O)Nc2ccccn2)c1,-0.7%,/
O=C(CCNc1ccc(Cc2ccncc2)cc1)c1ccc([N+](=O)[O-])cc1,-2.3%,-16
COC(=O)N/N=C/c1sc(N2CCCCC2)nc1-c1cccs1,-2.3%,/
Cc1nc2ccccc2c(=O)n1NC(=O)c1c(O)c2c(n(CC(C)C)c1=O)CCCC2,-2.9%,44
CCOC(=O)C1=C(N)Oc2cc(O)ccc2C1c1ccc([N+](=O)[O-])cc1 (stereo not drawn),0.3%,-1
COc1cccc(C(=O)NNC2=CC(=O)CC(C)(C)C2)c1,-0.4%,/
